# High-throughput results from PubChem.
# PAFAH2 FP inh – PAFAH2 enzyme inhibitors, primary screen, biochemical, fluorescence polarization, human | inhibition, % at 3.39 µM | AID 492956, 2010 | 340,000 compounds, 0.99% hits | recombinant PAFAH2, FP-rhodamine activity probe | Platelet-activating factor acetylhydrolase 2, cytoplasmic (Homo sapiens), Q99487;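 active = inhibition above the mean over all tested compounds plus 3 SD, cut at about 30% in these data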;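 also: inhibitors block probe labeling of enzyme so polarization drops; 0% = enzyme with DMSO and 100% = wells lacking PAFAH2 protein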
# PAFAH1B3 FP inh – PAFAH1B3 enzyme inhibitors, primary screen, biochemical, fluorescence polarization, human; Platelet-activating factor acetylhydrolase IB subunit alpha1 (Homo sapiens), Q15102; recombinant PAFAH1B3, FP-rhodamine probe; inhibition, % at 3.39 µM; 340,000 compounds, 0.28% hits; AID 492972, 2010;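 active = inhibition above the screen-wide average of all tested compounds plus 3 SD, cut at about 25% in these data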;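 also: 0% = enzyme with DMSO only and 100% = wells lacking PAFAH1B3 protein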
# Target sequence (Q15102 whole entry, looked up): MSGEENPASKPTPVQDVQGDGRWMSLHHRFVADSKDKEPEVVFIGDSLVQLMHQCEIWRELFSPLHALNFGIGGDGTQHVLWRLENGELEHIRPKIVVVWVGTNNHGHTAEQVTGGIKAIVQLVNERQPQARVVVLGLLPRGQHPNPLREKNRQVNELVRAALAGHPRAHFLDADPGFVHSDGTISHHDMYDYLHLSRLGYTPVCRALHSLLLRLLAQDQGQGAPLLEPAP
# pPAFAH FP inh – pPAFAH enzyme inhibitors, primary screen, biochemical, fluorescence polarization, human | 330,000 compounds, 1.5% hits | recombinant pPAFAH, FP-rhodamine probe fluorescence polarization | Platelet-activating factor acetylhydrolase (Homo sapiens), Q13093 | inhibition, % at 3.39 µM | AID 463082, 2010;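 active = inhibition above the mean inhibition across the screen plus 3 SD, cut at about 25% in these data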;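 also: inhibitors block binding of the rhodamine activity-based probe so polarization drops; 0% = enzyme with DMSO and 100% = wells lacking pPAFAH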
# Target sequence (Q13093 whole entry, looked up): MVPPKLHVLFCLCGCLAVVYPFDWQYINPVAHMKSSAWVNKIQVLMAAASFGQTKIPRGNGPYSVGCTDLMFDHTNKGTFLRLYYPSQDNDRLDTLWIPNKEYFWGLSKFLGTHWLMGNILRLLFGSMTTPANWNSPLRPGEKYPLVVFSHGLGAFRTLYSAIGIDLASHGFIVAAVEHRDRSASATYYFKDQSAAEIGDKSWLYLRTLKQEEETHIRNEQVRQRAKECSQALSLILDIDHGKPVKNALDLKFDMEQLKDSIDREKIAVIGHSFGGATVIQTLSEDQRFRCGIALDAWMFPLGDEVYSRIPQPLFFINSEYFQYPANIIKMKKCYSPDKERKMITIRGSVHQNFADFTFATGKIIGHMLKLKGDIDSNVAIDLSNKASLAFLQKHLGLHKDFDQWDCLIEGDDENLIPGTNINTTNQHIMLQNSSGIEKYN
# PREPL inhibitor – PREPL enzyme inhibitors, primary screen, biochemical, fluorescence polarization | inhibition, % at 5.96 µM | recombinant PREPL, fluorescence polarization activity-based probe | 320,000 compounds, 0.68% hits | Prolyl endopeptidase-like (Homo sapiens), Q4J6C6; in the data active = inhibition above about 43%;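 also: 0% = enzyme with DMSO and 100% = wells lacking enzyme; many of its hits are not listed in these tables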
# PAFAH1B2 inh – PAFAH1B2 enzyme inhibitors, primary screen, biochemical, fluorescence polarization, human; Platelet-activating factor acetylhydrolase IB subunit alpha2 (Homo sapiens), P68402; recombinant PAFAH1B2, FP-rhodamine activity probe; inhibition, % at 3.39 µM; 340,000 compounds, 1.2% hits; AID 492953, 2010;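 active = inhibition above the mean of all tested compounds plus 3 SD, cut at about 24% in these data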;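 also: 0% = enzyme with DMSO and 100% = wells lacking PAFAH1B2; many of its hits are not listed in these tables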
# Target sequence (P68402 whole entry, looked up): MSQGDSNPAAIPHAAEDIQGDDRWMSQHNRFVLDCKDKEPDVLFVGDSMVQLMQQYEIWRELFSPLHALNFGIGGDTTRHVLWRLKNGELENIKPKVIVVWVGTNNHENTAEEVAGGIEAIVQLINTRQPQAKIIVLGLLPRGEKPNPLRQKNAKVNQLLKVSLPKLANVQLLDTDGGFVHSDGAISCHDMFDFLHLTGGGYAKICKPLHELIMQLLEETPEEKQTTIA
# * hit, by the source's call; nt = not tested or not shown. Some of the compounds tested; count on the stated rates, not on these rows.
SMILES,PAFAH2 FP inh,PAFAH1B3 FP inh,pPAFAH FP inh,PREPL inhibitor,PAFAH1B2 inh
CC(=O)c1ccc(O[C@@H]2O[C@H](CO)[C@@H](O)[C@H](O)[C@H]2O)cc1,nt,nt,1,6,nt
NS(=O)(=O)c1ccc(CCNC(=O)COC(=O)/C=C/c2cc(Br)ccc2F)cc1,nt,nt,5,3,nt
O=C1NC(Cc2ccc(O)cc2)c2nc3ccc(Cl)cc3c(=O)n2-c2cc(Cl)ccc21 (stereo not drawn),nt,nt,-1,4,nt
Cc1ccc(S(=O)(=O)Nc2ccc3cn[nH]c3c2)cc1C,nt,nt,-2,-14,nt
Cc1cc(S(=O)(=O)Nc2ccc(C(=O)NCC3CCCO3)cc2)ccc1F (stereo not drawn),nt,nt,3,11,nt
CC(C)CC1NC(=O)c2ccc(Cl)cc2-n2c1nc1cc(F)ccc1c2=O (stereo not drawn),nt,nt,2,9,nt
NC(=O)C1CCN(c2nc(-c3ccc4c(c3)OCCO4)cs2)CC1,nt,nt,4,11,nt
COc1cccc(C(=O)OCC(=O)N2CCc3ccccc3C2)c1OC,nt,nt,10,12,nt
NS(=O)(=O)c1ccc(CCNC(=O)CN2CCN(S(=O)(=O)c3ccccc3F)CC2)cc1,nt,nt,-1,7,nt
C[C@@H]1CCCCCCCCC(=O)OCCN(C(=O)OC(C)(C)C)[C@H](C)CCCCCCCCC(=O)OCCN(C(=O)OC(C)(C)C)[C@H](C)CCCCCCCCC(=O)OCCN1C(=O)OC(C)(C)C,nt,nt,6,6,nt
N#CCC(=O)Nc1ccc(C(=O)NNC(=S)NC2CCCCC2)cc1,nt,nt,3,0,nt
O=C1NC(Cc2ccccc2)c2nc3ccc(Cl)cc3c(=O)n2-c2ccccc21 (stereo not drawn),nt,nt,2,16,nt
C=C1C(O)[C@@H]2O[C@]3(CC[C@H](/C=C/C(C)[C@@H]4CC(C)=CC5(O[C@H](C[C@@](C)(O)CO)CCC5O)O4)O3)CC[C@H]2O[C@@H]1C(O)CC(C)[C@H]1OC2(CCCCO2)CCC1C (stereo partly drawn),nt,nt,3,15,nt
Cc1cc(NC(=O)Cn2cnc3sc(C)c(C)c3c2=O)no1,nt,nt,-2,14,nt
CN(C(=O)CSc1nncc2ccccc12)c1ccccc1,nt,nt,1,-1,nt
COc1cc(S(=O)(=O)N2CCN(Cc3ccc4c(c3)OCO4)CC2)ccc1NC(C)=O,nt,nt,-5,7,nt
O=C1NC(Cc2ccc(O)cc2)c2nc3ccccc3c(=O)n2-c2ccccc21 (stereo not drawn),nt,nt,2,7,nt
O=C(O)c1cc(O)c2c(c1)[C@@H]([C@H]1c3cc(C(=O)O)cc(O)c3C(=O)c3c(O[C@@H]4O[C@H](CO)[C@@H](O)[C@H](O)[C@H]4O)cccc31)c1cccc(O[C@@H]3O[C@H](CO)[C@@H](O)[C@H](O)[C@H]3O)c1C2=O,nt,nt,95*,96*,nt
CCn1c(COc2cccc(OC)c2)nnc1SCC(=O)NC1CCCC1,-4,8,nt,nt,7
CC(=O)Nc1cc2c(cc1Br)-c1ccccc1C2,-4,12,nt,nt,7
COc1ccc2cc(N3CCCC3=O)ccc2c1,4,0,nt,nt,-1
Cc1cccc(NS(=O)(=O)c2ccc3[nH]c(=O)[nH]c3c2)c1C,-1,4,nt,nt,4
N#CC1(Nc2ccc(Br)cc2)CCCC1,-1,1,nt,nt,6
Clc1ccc2c(NCCNC3CCCCC3)ccnc2c1,2,3,nt,nt,3
Clc1ccccc1N=Nc1ccccn1,12,19,nt,nt,12
Cc1cc2ccccc2cc1C(=O)c1ccccc1,-6,-1,nt,nt,0
CSCCC(NC(=O)c1ccccc1Cl)C(=O)NCC(c1cccs1)N(C)C (stereo not drawn),2,5,nt,nt,-4
COc1cccc(N2CC(O)Cn3c2nc2c3c(=O)[nH]c(=O)n2C)c1 (stereo not drawn),-4,3,nt,nt,3
COc1cc2c(Cc3ccccc3)cncc2cc1O,2,8,nt,nt,5
Cc1c(C(=O)N2CCCC2)oc2ccc(Br)cc12,6,3,nt,nt,1
Cc1ccc(C(=O)NCc2cccc(C(F)(F)F)c2)cc1S(=O)(=O)N1CCCCC1,7,8,nt,nt,3
O=C(COC(=O)c1cc(S(=O)(=O)N2CCOCC2)ccc1Cl)Nc1ccccc1Cl,6,8,nt,nt,-4
Cc1nn(-c2ccc(Cl)cn2)c2c1C(=O)CC(C)(C)C2Br (stereo not drawn),2,8,nt,nt,3
O=C1CCC[C@@H]2Cc3nc4ccccc4cc3[C@@H]3CCN1[C@H]23,4,5,nt,nt,3
Cn1c(N)c(C(=O)CSc2n[nH]c(N)n2)c(=O)n(C)c1=O,10,8,nt,nt,-1
O=C(CN1CCN(C(=O)c2cccc(S(=O)(=O)N3CCCC3)c2)CC1)Nc1cccc(F)c1,-5,2,nt,nt,-4

# Look-ups from the results shown:
# `Cc1ccc(C(=O)NCc2cccc(C(F)(F)F)c2)cc1S(=O)(=O)N1CCCCC1` in PAFAH1B2 inh is entered as 3
# `COc1cc2c(Cc3ccccc3)cncc2cc1O` in PAFAH1B3 FP inh is entered as 8

# Going on with the list:
SMILES,PAFAH2 FP inh,PAFAH1B3 FP inh,pPAFAH FP inh,PREPL inhibitor,PAFAH1B2 inh
O=C(CNC(=S)N(Cc1ccccc1)Cc1cccs1)NCc1ccc(F)cc1,5,4,nt,nt,3
COc1cccc(NC(=O)CN(C)C(=O)c2ccc3[nH]c4c(c3c2)CC(C)CC4)c1 (stereo not drawn),3,6,nt,nt,10
COc1ccc(CCCN2CCC(CN3C(=S)NC[C@@H]3Cc3ccccc3)CC2)cc1OC,4,6,nt,nt,-2
Cc1ccc(NC(=O)CN(C)C(=O)c2cn(Cc3ccccc3)nc2-c2cccnc2)cc1,3,3,nt,nt,-1
COc1ccc2cc(C(=O)NC3CCCCC3)c(=O)oc2c1,2,0,nt,nt,5
CCN(CC)S(=O)(=O)c1ccc(N2CC(C(=O)Nc3cccc(C(=O)NC4CC4)c3)CC2=O)cc1 (stereo not drawn),-4,8,nt,nt,0
CC(=O)Nc1ccc(NC(=O)c2ccc(-c3ccccc3Cl)o2)cc1,-5,0,nt,nt,-3
Cc1ccc(NC(=O)c2ncn(CCCN[C@H](C)c3cccc4ccccc34)n2)cc1C,-7,3,nt,nt,3
COc1cc(NC(=O)COc2ccccc2[N+](=O)[O-])ccc1NC(=O)c1cccs1,-1,1,nt,nt,3
CCOCCCNC(=S)N1CCCN(c2nc3c(C)c(C)ccc3cc2C#N)CC1,-1,3,nt,nt,-1
O=C(COC(=O)c1ccccn1)NCc1cccc(Cl)c1,6,3,nt,nt,0
CN(C(=O)c1cccc(NC(=O)Cc2cccc(NC(=O)C3CCCN(C(=O)C4CC4)C3)c2)c1)C1CCC1 (stereo not drawn),-7,2,nt,nt,8
CCc1nc(N)nc(N)c1-c1ccc(N(C)Cc2ccccc2)c([N+](=O)[O-])c1,3,6,nt,nt,6
COc1ccc(CC(C)Nc2cccc(SC)c2)cc1 (stereo not drawn),-3,20,nt,nt,6
O=C(Nc1c(Br)cc2c(c1Br)Cc1ccccc1-2)C(F)(F)F,7,6,nt,nt,3
O=C(O)CC(C(=O)O)C(c1ccccc1)c1ccccc1 (stereo not drawn),-8,7,nt,nt,9
COc1ccc(CCC(=O)Nc2ccc(N3CCOCC3)c(S(=O)(=O)Nc3ccc(OC)cc3)c2)cc1,1,-4,nt,nt,5
COc1ccc(CNC(=O)c2ccc(S(=O)(=O)N3CC(C)CC(C)C3)cc2)cc1OC (stereo not drawn),5,-4,nt,nt,0
COc1ccc(N=C2c3ccccc3-c3ccc([N+](=O)[O-])cc32)cc1,21,7,nt,nt,1
O=C(CCCCn1ccc(=O)[nH]c1=O)Nc1ccc(C(=O)O)c(O)c1,6,8,nt,nt,1
CS(=O)(=O)N1CCCCC1CCN1CCCCC1 (stereo not drawn),-1,5,nt,nt,4
O=C1c2[nH]c(=O)[nH]c(=O)c2CN1Cc1ccccc1,3,8,nt,nt,6
Oc1ccc(NCc2ccc(OCc3ccccc3)cc2)cc1,-1,-1,nt,nt,8
COc1ccc(C(=O)c2ccc(Br)cc2)c(OC)c1OC,3,10,nt,nt,6
CCOC(=O)C1OC1(c1ccccc1)c1ccccc1 (stereo not drawn),-1,3,nt,nt,-2
C[N+](C)(C)CCC(=O)N1C/C(=C/c2ccccc2)C(=O)/C(=C\c2ccccc2)C1,3,12,nt,nt,5
CNS(=O)(=O)c1cccc(C(=O)OCCCOC(=O)c2cccc(S(=O)(=O)NC)c2)c1,2,7,nt,nt,4
OCCN1CCSC1=S,1,19,nt,nt,9
CC1CC(C)CN(C(=O)COC(=O)/C=C/c2cccc([N+](=O)[O-])c2)C1 (stereo not drawn),10,0,nt,nt,13
CS(=O)(=O)Nc1ccc(C(=O)Nc2ccc(S(=O)(=O)N3CCCCC3)cc2)cc1,-9,-4,nt,nt,5
COc1ccc(NC(=S)NC(=O)c2ccccc2)cn1,6,4,nt,nt,0
COCCCN1C2=C(C(=O)CC(C)(C)C2)C(c2ccc(OC)c(OC)c2)C2=C1CC(C)(C)CC2=O,0,5,nt,nt,4
CCCCC[C@@H](/C=C/C1C(=O)C=C[C@H]1C/C=C\CCCC(=O)O)OC(C)=O (stereo partly drawn),9,6,nt,nt,14
CCOC(=O)c1c(-c2ccccc2)csc1NC(=O)/C(C#N)=C\c1ccc(O)c(OC)c1,11,23,nt,nt,6
COc1ccc(OCC(=O)NNC(=O)Nc2cccc(Cl)c2)cc1,-1,2,nt,nt,0
CN(c1ccc(OCC(=O)Nc2ccc(S(N)(=O)=O)cc2)cc1)S(=O)(=O)c1ccc(F)cc1,-4,0,nt,nt,0

# In the list so far, 13 have four or more nitrogen atoms.
SMILES,PAFAH2 FP inh,PAFAH1B3 FP inh,pPAFAH FP inh,PREPL inhibitor,PAFAH1B2 inh
NS(=O)(=O)c1ccc(CCNC(=O)CN2CCN(S(=O)(=O)c3ccccc3F)CC2)cc1,nt,nt,-1,7,nt
N#CCC(=O)Nc1ccc(C(=O)NNC(=S)NC2CCCCC2)cc1,nt,nt,3,0,nt
Cc1cc(NC(=O)Cn2cnc3sc(C)c(C)c3c2=O)no1,nt,nt,-2,14,nt
CCn1c(COc2cccc(OC)c2)nnc1SCC(=O)NC1CCCC1,-4,8,nt,nt,7
COc1cccc(N2CC(O)Cn3c2nc2c3c(=O)[nH]c(=O)n2C)c1 (stereo not drawn),-4,3,nt,nt,3
Cn1c(N)c(C(=O)CSc2n[nH]c(N)n2)c(=O)n(C)c1=O,10,8,nt,nt,-1
O=C(CN1CCN(C(=O)c2cccc(S(=O)(=O)N3CCCC3)c2)CC1)Nc1cccc(F)c1,-5,2,nt,nt,-4
Cc1ccc(NC(=O)CN(C)C(=O)c2cn(Cc3ccccc3)nc2-c2cccnc2)cc1,3,3,nt,nt,-1
CCN(CC)S(=O)(=O)c1ccc(N2CC(C(=O)Nc3cccc(C(=O)NC4CC4)c3)CC2=O)cc1 (stereo not drawn),-4,8,nt,nt,0
Cc1ccc(NC(=O)c2ncn(CCCN[C@H](C)c3cccc4ccccc34)n2)cc1C,-7,3,nt,nt,3
CCOCCCNC(=S)N1CCCN(c2nc3c(C)c(C)ccc3cc2C#N)CC1,-1,3,nt,nt,-1
CN(C(=O)c1cccc(NC(=O)Cc2cccc(NC(=O)C3CCCN(C(=O)C4CC4)C3)c2)c1)C1CCC1 (stereo not drawn),-7,2,nt,nt,8
CCc1nc(N)nc(N)c1-c1ccc(N(C)Cc2ccccc2)c([N+](=O)[O-])c1,3,6,nt,nt,6

# Additional entries:
SMILES,PAFAH2 FP inh,PAFAH1B3 FP inh,pPAFAH FP inh,PREPL inhibitor,PAFAH1B2 inh
CCOC(=O)C1(C(=O)OCC)NC(=O)CC1C (stereo not drawn),2,4,nt,nt,2
COc1ccc(NC(=O)c2cc3cccc(OC)c3oc2=Nc2ccc(C(=O)O)cc2)cc1OC,6,4,nt,nt,11
COCCN1C(=O)N(c2ccc(OC)cc2)C(=O)C1CC(=O)Nc1cccc(F)c1 (stereo not drawn),3,11,nt,nt,6
CN(C(=O)c1ccc(NC(=O)Cc2cccc(NC(=O)C3CCCN(S(=O)(=O)c4cccc([N+](=O)[O-])c4)C3)c2)cc1)C1CC1 (stereo not drawn),-2,5,nt,nt,-1
CCCCCc1ccc(C(=O)CCC(=O)OCC(=O)N(CC)c2c(N)n(Cc3ccccc3)c(=O)[nH]c2=O)cc1,-9,-12,nt,nt,-4
[O-]C(=C(C(=S)Nc1cccc2ccccc12)[n+]1ccccc1)c1ccc2c(c1)OCCO2,1,-2,nt,nt,1
